From PubChem BioAssay
Pin1 inh: blocks the human prolyl isomerase Pin1; Q13526; Pin1 FP peptide displacement, HiFluor488, 10 min; Potency, µM (highest dose often 115 µM), without a hit: top-dose activity, negative = inhibition, most hits filed as inhibitors; 0.009% of 390,000 active; active means well fitted inhibition curve with a large enough effect in the polarisation, with a control signal flat, not every such curve was filed as active; inconclusive means small, poorly fitted or top-dose-only effect, or effect the other way, or a change in a side signal; inactive means no such curve, though single readings can be large or run the other way; the % refers to the polarisation; further: potency means the concentration at half of the fitted maximal effect; on the % scale 0 is the no-effect control and ±100 the full control effect
Target sequence (Q13526 whole entry, looked up): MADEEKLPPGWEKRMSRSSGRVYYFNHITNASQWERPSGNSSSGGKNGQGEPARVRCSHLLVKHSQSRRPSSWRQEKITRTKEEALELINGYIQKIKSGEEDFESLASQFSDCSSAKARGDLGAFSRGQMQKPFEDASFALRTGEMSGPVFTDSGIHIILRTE
JMJD2A Tudor inh: inhibitors of human JMJD2A Tudor domain; 4.4% of 390,000 active; AlphaScreen JMJD2A-Tudor / H3K4me3 peptide binding; O75164; Potency, µM (top dose mostly 114 µM), for the others: at the top dose activity change, negative = inhibition, most hits filed as inhibitors; further: potency means the concentration at half of the fitted maximal effect; on the % scale 0 is the no-effect control and ±100 the full control effect; nearly all actives have a fitted effect of over 50% in size
ERG Ets-DNA blk: ERG Ets/DNA interaction inhibition; Potency, µM (top dose mostly 76.9 µM), for inactives: at the top dose FP activity, negative = inhibition, usual class: inhibitors; P11308; 0.028% of 370,000 active; AID 624246; fluorescence polarization, His-ERG Ets domain / labelled DNA; active means well fitted inhibition curve with a large enough effect in the polarisation, with a control signal flat; inconclusive means small, poorly fitted or top-dose-only effect, or effect the other way, or a change in a side signal; inactive means no such curve, though single readings can be large or run the other way; the % refers to the polarisation;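 further: polarization taken with two DNA probes labelled with fluorescein and Texas red; potency means the concentration at half of the fitted maximal effect; % of control where 0% means no effect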
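His-tagged ERG Ets domain (1 uM in the protein solution; 300mM KCl, 50mM Tris-HCl, 1mM EDTA, 1mM DTT, pH 7.5) received compound, then a probe mix of 5 nM fluorescein-DNA and 100nM Texas-615-DNA. Fluorescence polarization was read for both dyes.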
G9a inh: inhibitors of human histone lysine methyltransferase G9a; Q96KQ7; G9a H3K9 monomethylation, AlphaScreen, 2 h; Potency, µM (titrated, usually from 102 µM), without a hit: top-dose activity, negative = inhibition, most hits filed as inhibitors; 8.8% of 350,000 active; further: potency means the concentration at half of the fitted maximal effect; on the % scale 0 is the no-effect control and ±100 the full control effect; nearly all actives have a fitted effect of over 75% in size
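Signal arises when biotinylated H3K9 peptide, once monomethylated, bridges streptavidin donor and antibody-captured acceptor beads. Enzyme at 20 nM was preincubated 15 min with test compounds; peptide 500 nM and SAM 20 uM then reacted for 2 h.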
HP1b chromo inh: HP1-beta chromodomain-methylated histone interaction inhibition; P83916; AlphaScreen HP1-beta / biotin-H3K9me3 peptide binding; Potency, µM (highest dose often 114 µM), without a hit: top-dose activity change, negative = inhibition, hits mostly inhibitors; 0.56% of 390,000 active; further: potency means the concentration at half of the fitted maximal effect; nearly all actives have a fitted effect of over 70% in size; inactives centre near 23
Target sequence (P83916 whole entry, looked up): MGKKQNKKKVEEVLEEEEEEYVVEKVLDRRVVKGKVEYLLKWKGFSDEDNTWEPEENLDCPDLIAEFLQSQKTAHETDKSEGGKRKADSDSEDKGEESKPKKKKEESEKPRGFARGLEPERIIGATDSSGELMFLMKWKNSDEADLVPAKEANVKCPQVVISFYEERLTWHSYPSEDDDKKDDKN
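Compound inhibition of the preformed complex between 50 nM HP1-beta and 50 nM biotinylated H3K9me3 peptide was read by AlphaScreen. Buffer was PBS pH 7.4 with 0.01% Tween-20. Incubations ran 30 min at room temperature, with 10 ug/mL donor/acceptor beads.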
Tb PGK inh: T. brucei PGK inhibition; Potency, µM (top dose mostly 57.5 µM), without a hit: top-dose activity change, negative = inhibition, actives largely listed as inhibitors; 0.043% of 380,000 active; AID 602233; PGK/GAPDH coupled, Kinase-Glo luminescence, 60 min; further: potency means the concentration at half of the fitted maximal effect; on the % scale 0 is the no-effect control and ±100 the full control effect; nearly all actives have a fitted effect of over 60% in size
Target sequence (P07378 whole entry, looked up): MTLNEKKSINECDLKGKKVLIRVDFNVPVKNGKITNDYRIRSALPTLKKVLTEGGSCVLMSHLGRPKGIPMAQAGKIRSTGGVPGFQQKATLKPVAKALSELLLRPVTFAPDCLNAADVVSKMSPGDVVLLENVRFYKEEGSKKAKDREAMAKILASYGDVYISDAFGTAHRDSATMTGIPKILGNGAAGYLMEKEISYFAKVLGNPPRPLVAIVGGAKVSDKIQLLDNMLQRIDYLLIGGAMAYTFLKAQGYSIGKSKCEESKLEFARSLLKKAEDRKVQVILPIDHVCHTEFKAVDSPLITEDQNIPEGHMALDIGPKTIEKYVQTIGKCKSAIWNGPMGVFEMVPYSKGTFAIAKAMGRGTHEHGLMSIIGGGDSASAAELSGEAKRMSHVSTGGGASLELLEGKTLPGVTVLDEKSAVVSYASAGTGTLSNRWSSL
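Recombinant glycosomal PGK reaction used 1,3-bisphosphoglycerate generated in-well by GAPDH (100nM final) in 100mM TEA pH 7.6, 5mM MgCl2, 0.01% Tween-20. After 60 minutes at room temperature, ATP was read by Kinase-Glo Plus luminescence end-point.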
BAZ2B inh: inhibitors of human BAZ2B bromodomain | Q9UIF8 | Potency, µM (highest dose often 114 µM), without a hit: top-dose activity change, negative = inhibition, usual class: inhibitors | 4.4% of 360,000 active | AID 504333 | AlphaScreen BAZ2B-H3K14Ac peptide displacement; further: potency means the concentration at half of the fitted maximal effect; on the % scale 0 is the no-effect control and ±100 the full control effect; nearly all actives have a fitted effect of over 60% in size
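Complex of BAZ2B and biotin-H3K14Ac (50 nM apiece) forms over 30 min at RT, then faces library compounds up to 110 uM for another 30 min; AlphaScreen beads added, 20 min dark incubation, luminescence read.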
GLS inh: glutaminase GLS (human) inhibition. GLS enzymatic activity, qHTS titration. AID 624170. Potency, µM (doses to about 45.5 µM), without a hit: at the highest dose activity change, negative = inhibition, hits mostly inhibitors. O94925. 0.21% of 410,000 active; further: potency means the concentration at half of the fitted maximal effect; on the % scale 0 is the no-effect control and ±100 the full control effect
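hKGA in 45 mM KH2PO4 pH 8.2, 0.02% Tween-20 with pin-transferred compounds; 1 mM L-glutamine (stock) plus glutamate oxidase/HRP/Amplex Red coupling added. Fluorescence read initially and after 30 min at RT.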
PI4K2A block: PI4K2A (human) kinase inhibition; AID 1346378; purified PI4K2A, ADP-Glo luminescence, 1 h; stronger effect = lower value; 0.13% of 420,000 active; Q9BTU6; activity change, negative = inhibition, % at 76.9 µM; in the data active means activity change below about -50%; inconclusive means mostly about -30% to -49%;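 further: -100% = wells without enzyme as full effect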
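Compounds are screened against recombinant PI4K2A using PI as substrate and ATP, the latter dispensed at 300 microM. Reactions run one hour at ambient temperature before ADP-Glo detection; full inhibition defined by wells lacking enzyme.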
* hit, by the source's call; i = inactive; ? = inconclusive; . = not tested or not shown; [ ] = remark or other dose. Unless noted, the call rests on the fitted dose curve; in most records, active means well fitted curve in the direction sought with a large enough effect; inconclusive means small, poorly fitted or top-dose-only effect, or another doubt; inactive means no such curve, though single readings can be large; an effect the other way counts as inactive or inconclusive.

Compound,Pin1 inh,JMJD2A Tudor inh,ERG Ets-DNA blk,G9a inh,HP1b chromo inh,Tb PGK inh,BAZ2B inh,GLS inh,PI4K2A block
CC(C)(C)OC(=O)N1CCC(c2c(C(=O)NCC3CCN(C4CCCC4)C3)cnn2-c2cccc(Cl)c2)CC1 (stereo unspecified),2%,-21%,-6%,-11%,14%,0%,-33%,-6%,-4
CC(OC(=O)c1cc(S(=O)(=O)N2CCOCC2)ccc1Br)C(=O)N1CCOCC1 (stereo unspecified),-13%,-15%,-1%,-7%[12.7 µM],24%,-9%,11%,1%,6
CNC(=O)c1ccsc1NC(=O)c1coc2ccccc2c1=O,17%,-11%,-18%,50µM*,60%[activator],-3%,-24%,-30%,-5
Cn1c(=O)c2c(nc(Oc3ccccc3)n2Cc2c(Cl)cccc2Cl)n(C)c1=O,-4%,-15%,2%,5%[59 µM],12%,-2%,.,2%,4
COc1cc(/C(C)=N/NC(=O)c2nnn(-c3nonc3N)c2-c2cccs2)ccc1O,1%,46%[activator],-5%,78%[activator],82%[activator],-11%,-16%,9%,-4
Cc1cccc(NC(=O)CSc2nc3ccc(NC(=O)c4ccccc4)cc3s2)c1,16%,-9%,2%,6%[59 µM],28%,-8%,1%,0%,1
CCSc1ccccc1C(=O)N1CCN(Cc2ccc3c(c2)OCO3)CC1,-3%,-28%,8%,7.9µM*,5%,i,5%,2%,13
Cc1ccc(S(=O)(=O)N(C)C)cc1NC(=O)COC(=O)Cc1ccc(Br)cc1,6%,?,-12%,-1%,-21%,-6%,.,1%,-1
COC(=O)[C@@H]1C[C@@]2(O)[C@@H](O)[C@@H](O)[C@@H](O)C[C@H]2N1C/C=C/c1ccccc1,-4%,-5%,-3%,-7%[59 µM],32%,-2%,?,-14%,5
COc1ccc(-n2nnnc2SCC(=O)Nc2ccc3c(c2)OCCO3)c(OC)c1,8%,-13%,6%,?,-1%,-4%,-8%,-8%,5
NC(=O)CC(NC(=O)Cc1ccc(Br)cc1)c1ccc(N2CCN(c3ccc(F)cc3)CC2)c([N+](=O)[O-])c1 (stereo unspecified),-1%,-18%,7%,-9%[12.7 µM],29%,-2%,-21%,4%,0
O=C(N/N=C/c1ccc([N+](=O)[O-])cc1)c1cccs1,24%,-35%,3%,50µM*,31%,-16%,-36%,-13%,5
Cn1cc(C(=O)c2cccc(Cl)c2Cl)cc1C(=O)O,0%,-8%,-3%,0%,46%[activator],-6%,-4%,6%,3
COc1ccc(/C(O)=C(\C#N)c2nc3ccccc3n2C)cc1OC,-5%,-32%,5%,43%[12.7 µM],-3%,-9%,12%,9%,4
Cc1oc(-c2ccccc2Cl)nc1CS(=O)(=O)CC(=O)NC1CCCC1,-3%,-13%,-6%,-14%,28%,3%,-33%,4%,-2
COc1ccccc1NC(=O)C(C)OC(=O)C1CCN(S(=O)(=O)c2ccc(C)c(C)c2)CC1 (stereo unspecified),55%[activator],-16%,.,-8%,43%,-8%,4%,0%,3
CC(=O)c1c(C)[nH]c(C(=O)NC(C)c2ccccc2)c1C (stereo unspecified),1%,-24%,-7%,2%,26%,-3%,-27%,-9%,1
Cc1cc(C)cc(NS(=O)(=O)c2ccc3[nH]cc(C(=O)N4CCCCCC4)c(=O)c3c2)c1,5%,-31%,-8%,?,13%,6%,.,5%,-2
Clc1ccc2c(c1)C(C1=NCCN1)c1ccccc1CS2 (stereo unspecified),-5%,-7%,-10%,6%[59 µM],32%,0%,3%,0%,-1
Cc1ccc(C(=O)OCC(=O)Nc2ccc3c(c2)OCO3)o1,1%,-15%,-3%,?,12%,-7%,-27%,-7%,1
O=C(NCCSc1c(-c2ccc(F)cc2)[nH]c2ccccc12)c1ccc(S(=O)(=O)N2CCOCC2)cc1,-5%,-20%,3%,-16%[59 µM],20%,0%,-18%,-13%,-1
Cc1cc(C)n2nc(SCC(=O)Nc3ccc(F)c(F)c3F)nc2n1,2%,8%,-2%,21%[12.7 µM],38%[activator],6%,4%,1%,1
COc1cc(NC(=O)c2ccc(N3CC4CC(C3)c3cccc(=O)n3C4)c(NC(=O)c3ccncc3)c2)cc(OC)c1OC (stereo unspecified),-3%,-3%,-1%,?,20%,-9%,-6%,20%,1
O=S(=O)(Cc1ccccc1)N1CCn2c(nc3ccccc32)C1,-1%,-10%,0%,-10%,6%,-8%,-4%,0%,1
COc1ccc(N/C=C(/C(C)=O)c2ccccc2)cc1,-3%,-20%,-3%,?,13%,-6%,-28%,18%,0
CC(=O)N1CCc2cc(Br)cc(S(=O)(=O)N3CCC(C)CC3)c21,3%,-8%,8%,-28%[59 µM],39%,8%,-1%,4%,-2
Cc1ccc(-c2nnc(SCC(=O)Nc3ccc(N4CCOCC4)cc3)o2)cc1,-9%,-6%,-6%,3%[0.501 µM],21%,-9%,-7%,60%[activator],6
Cc1ccc(-c2nc(-c3cccnc3)no2)cc1,5%,21%,-2%,16%[59 µM],62%[activator],-6%,0%,4%,-10
Cc1onc(-c2c(Cl)cccc2Cl)c1C(=O)ONC(=O)c1ccccc1,-1%,3%,7%,5%,41%[activator],i,-8%,-2%,8
CCN1CCCC1CNC(=O)C(=O)NCc1ccccc1 (stereo unspecified),-5%,-11%,3%,1%[59 µM],38%[activator],-8%,-22%,-1%,-3

Some values from the entries so far:
Under ERG Ets-DNA blk, `Cc1onc(-c2c(Cl)cccc2Cl)c1C(=O)ONC(=O)c1ccccc1` shows 7%
Under Pin1 inh, `Cc1ccc(-c2nnc(SCC(=O)Nc3ccc(N4CCOCC4)cc3)o2)cc1` shows -9%

Other results follow:
Compound,Pin1 inh,JMJD2A Tudor inh,ERG Ets-DNA blk,G9a inh,HP1b chromo inh,Tb PGK inh,BAZ2B inh,GLS inh,PI4K2A block
CCC(=O)c1ccc(OCC(=O)Nc2cc(S(=O)(=O)N3CCCCC3)ccc2OC)cc1,10%,4%,7%,-3%,29%,-5%,-20%,0%,-1
COc1ccc(CCn2c(=O)[nH]c3cc(C(=O)NCCN4CCOCC4)ccc3c2=O)cc1OC,4%,-5%,-3%,?,35%,-9%,-31%,3%,2
CCCOc1cc(C)c(S(=O)(=O)NCc2cccs2)cc1C,-1%,20%,3%,.,80%[activator],-6%,.,1%,-1
COCCC(=O)N1CCCC(C(=O)c2ccc(Oc3ccccc3)cc2)C1 (stereo unspecified),9%,-10%,0%,6%,35%,-6%,5%,-5%,-1
Cc1ccccc1Nc1c(-c2cccs2)nc2cccc(C)n12,?,?,0%,-49%[59 µM],-7%,-9%,?,24%,-4
N#Cc1cnn2c(N)c(-c3ccc(Cl)cc3)cnc12,51%[activator],-31%,-8%[15.4 µM],13%,-5%,1%,-15%,19%,-2
COc1ccccc1NC(=O)C1(c2ccccc2)CCCC1,3%,106%[activator],2%,236%[activator],139%[activator],0%,35%,3%,6
Cc1nc2c(C(=O)NCCc3ccc(Cl)cc3)c[nH]n2c(=O)c1Cc1ccccc1F,?,-32%,-4%,10%[59 µM],11%,-14%,-30%,17%,1
COc1ccc(N2C(=O)CC(N3CCN(c4ccccc4)CC3)C2=O)cc1 (stereo unspecified),-5%,1%,2%,-18%,55%[activator],-4%,7%,14%,0
Cc1ccc(S(=O)(=O)Nc2ccc(C(=O)OCC(=O)N(CCC#N)c3ccccc3)cc2)cc1C,21%,-31%,.,11%[59 µM],14%,-2%,6%,7%,-3
Cc1cc(NC(=O)/C=C/C(=O)N(CC(=O)NC2CCCC2)c2cccc3ccccc23)no1,1%,-11%,-2%,?,22%,-10%,-25%,7%,3
Cc1ccccc1NC(=O)c1oc2c(c1C)-c1nn(Cc3cccc(Cl)c3)cc1CC2,0%,-8%,1%,2%[59 µM],37%,-10%,-1%,4%,5
CCc1cc2cc(C(=O)N3CCN(Cc4ccccc4)CC3)sc2s1,4%,-21%,7%,-32%[59 µM],32%[activator],-11%,-2%,7%,-3
COc1ccc(C2=NOC3(CC(=O)N(c4ccc(F)cc4)C3=O)C2)c(OC)c1 (stereo unspecified),2%,-27%,2%,50µM*,6%,-6%,-29%,5%,1

Records above shown as hits in G9a inh.
Compound,Pin1 inh,JMJD2A Tudor inh,ERG Ets-DNA blk,G9a inh,HP1b chromo inh,Tb PGK inh,BAZ2B inh,GLS inh,PI4K2A block
CNC(=O)c1ccsc1NC(=O)c1coc2ccccc2c1=O,17%,-11%,-18%,50µM*,60%[activator],-3%,-24%,-30%,-5
CCSc1ccccc1C(=O)N1CCN(Cc2ccc3c(c2)OCO3)CC1,-3%,-28%,8%,7.9µM*,5%,i,5%,2%,13
O=C(N/N=C/c1ccc([N+](=O)[O-])cc1)c1cccs1,24%,-35%,3%,50µM*,31%,-16%,-36%,-13%,5
COc1ccc(C2=NOC3(CC(=O)N(c4ccc(F)cc4)C3=O)C2)c(OC)c1 (stereo unspecified),2%,-27%,2%,50µM*,6%,-6%,-29%,5%,1
